Screening data: PubChem, National Center for Advancing Translational Sciences (NCATS)
KDM5B inhibitor: blocks human KDM5B histone demethylase activity; Q9UGL1; KDM5B demethylase, FDH-coupled NADH fluorescence (FDH is formaldehyde dehydrogenase); Potency, µM (doses to about 57.7 µM), inactives show top-dose activity change, negative = inhibition, usual class: inhibitors; 2.6% of 220,000 active; AID 1347165; active means well fitted inhibition curve with a large enough effect; inconclusive means small, poorly fitted or top-dose-only effect; inactive means no such curve, though single readings can be large or run the other way; further: 0% is about no effect; nearly all actives have a fitted effect of over 70% in size
Target sequence (Q9UGL1 whole entry, looked up): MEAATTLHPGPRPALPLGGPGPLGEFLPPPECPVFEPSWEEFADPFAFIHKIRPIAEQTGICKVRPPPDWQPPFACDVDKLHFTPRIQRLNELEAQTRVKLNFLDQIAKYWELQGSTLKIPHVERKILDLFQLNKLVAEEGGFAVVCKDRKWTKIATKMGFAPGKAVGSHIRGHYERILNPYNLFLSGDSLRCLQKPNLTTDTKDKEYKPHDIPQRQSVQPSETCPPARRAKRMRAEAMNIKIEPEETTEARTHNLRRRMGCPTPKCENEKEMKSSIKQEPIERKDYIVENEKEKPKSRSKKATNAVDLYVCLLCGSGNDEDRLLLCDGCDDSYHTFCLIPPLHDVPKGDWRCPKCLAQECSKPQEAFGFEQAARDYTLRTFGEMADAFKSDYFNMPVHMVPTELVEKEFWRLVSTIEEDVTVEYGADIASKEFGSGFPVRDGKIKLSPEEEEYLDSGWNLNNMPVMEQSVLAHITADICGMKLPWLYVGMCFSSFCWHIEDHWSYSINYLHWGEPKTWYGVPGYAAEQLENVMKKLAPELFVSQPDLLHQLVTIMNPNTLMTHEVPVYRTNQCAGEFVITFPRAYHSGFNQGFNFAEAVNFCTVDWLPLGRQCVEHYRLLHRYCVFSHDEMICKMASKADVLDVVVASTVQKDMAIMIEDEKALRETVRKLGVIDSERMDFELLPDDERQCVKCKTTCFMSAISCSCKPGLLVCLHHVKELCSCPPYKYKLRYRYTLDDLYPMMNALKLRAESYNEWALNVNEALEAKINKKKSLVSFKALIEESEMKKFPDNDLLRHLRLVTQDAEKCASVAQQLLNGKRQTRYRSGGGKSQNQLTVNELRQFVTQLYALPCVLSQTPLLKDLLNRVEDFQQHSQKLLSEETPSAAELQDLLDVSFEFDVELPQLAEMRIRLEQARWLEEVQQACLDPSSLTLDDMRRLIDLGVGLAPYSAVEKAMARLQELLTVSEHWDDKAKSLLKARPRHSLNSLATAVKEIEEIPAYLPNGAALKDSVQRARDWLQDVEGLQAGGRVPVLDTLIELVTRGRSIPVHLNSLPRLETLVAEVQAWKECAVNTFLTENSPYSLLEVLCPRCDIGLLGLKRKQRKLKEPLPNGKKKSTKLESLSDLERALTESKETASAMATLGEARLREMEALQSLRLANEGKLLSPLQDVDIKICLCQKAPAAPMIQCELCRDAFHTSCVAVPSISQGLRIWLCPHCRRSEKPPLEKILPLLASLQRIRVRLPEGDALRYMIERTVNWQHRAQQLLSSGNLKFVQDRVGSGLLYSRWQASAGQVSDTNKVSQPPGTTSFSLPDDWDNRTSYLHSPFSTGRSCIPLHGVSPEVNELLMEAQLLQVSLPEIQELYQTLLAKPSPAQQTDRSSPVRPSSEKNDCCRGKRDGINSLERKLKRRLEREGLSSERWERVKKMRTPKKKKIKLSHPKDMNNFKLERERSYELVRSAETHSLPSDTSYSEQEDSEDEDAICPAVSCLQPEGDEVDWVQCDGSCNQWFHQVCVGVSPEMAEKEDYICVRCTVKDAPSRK
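qHTS format, multiple compound concentrations. Buffer 50 mM HEPES pH 7.5/0.01% Tween-20; 200 nM KDM5BΔAP final; 10 min compound preincubation; substrate-mix levels 12.5 µM peptide, 25 µM α-KG, 0.25 mM NAD⁺; 30 min RT; ΔRFU.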
Active calls of the source: *; i = inactive; ? = inconclusive; & = joins results of further samples; [ ] = dose if it differs, or a comment. Potency means the concentration at half of the fitted maximal effect. Not all compounds are listed; rates above refer to the full screens.

Compound | KDM5B inhibitor
C[C@@]1(O)CCN(c2ncccc2C(=O)c2nccs2)C[C@@H]1O | -13%
CCCCn1c(=O)c2oc3ccccc3c2n(Cc2cccc(F)c2)c1=O | ?
COCC(=O)NC[C@@H]1C=C(C)[C@H](CC(=O)O)C[C@H]1C(C)C | -17%[86.2 µM]
Cc1ccc(O)c(CO)n1 | ?
CCc1nccn1CC(=O)Nc1nn(C)c2cccc(Oc3cccnc3)c12 | 38%
O=c1n(-c2ccc([N+](=O)[O-])cc2)nc2n1CCN(Cc1ccc(C(F)(F)F)cc1)C2 | ?
COc1cc(C2CC(=O)Nc3n[nH]c(Nc4ccccc4)c32)cc(OC)c1O (configuration not stated) | -8%
CN(C)C[C@@H]1CN(c2ccncn2)C[C@H]1NC(=O)c1cccn1C | -29%
CN1CCCCCC(O)c2cc(C(=O)NCCCc3ccccc3)ccc21 (configuration not stated) | ?
Cn1c(=O)c2c(ncn2CCC(=O)NCC(F)(F)F)n(C)c1=O | 15%
N#Cc1ccc(C(=O)N2CCC3(CC2)NC(=O)N(Cc2ccc(Cl)cc2)C3=O)cc1 | 8%
CC(C)c1nc2c(c(-c3ccc(Cl)cc3)n1)CCN(Cc1ccccc1)CC2 | -5%[115 µM]
Fc1ccc2c(c1)nc1n2[C@@H](CNCc2ccccn2)COC1 | -30%[86.2 µM]
COc1ccc(NC(=O)C2=NO[C@@H]3CN(c4cccnc4)C[C@H]23)cc1 | ?
COc1cccc(Cn2c(C)c(CNCc3ccccc3Cl)c(C(=O)O)c2C)c1 | 17%
CN(Cc1cccnc1)c1nc2c(c(=O)[nH]1)CCN(Cc1cccc(Cl)c1F)CC2 | -18%
Cc1ccc(S(=O)(=O)NCc2csc(C)n2)cc1 | 10%
CCCS(=O)(=O)N1CCC(N2C(=O)C3(CCCCC3)C2c2ccncc2)CC1 (configuration not stated) | -7%
COC(=O)[C@]1(C)CCC[C@]2(C)C3C[C@@H]4C(C(C)C)=CC3(CCC21)[C@@H]1C(=O)CCC(=O)[C@H]41 (some centres not stated) | 12%
Cc1ccc(S(=O)(=O)N(Cc2ccc(C(=O)NC3CC3)cc2)C2CC2)c(C)c1 | 27%
CCCC12CCC(NC(C)=O)(CC1)CC2 | 9%
COc1ccc(CNC(=O)c2c(C)noc2-c2cc(OC)cc(OC)c2)cc1 | -20%
CCOc1ccccc1CNC(=O)CSc1n[nH]c(-c2ccccc2)n1 | -5%
O=C(Nc1ccccc1)N1C[C@@H]2C[C@H](C1)c1ccc(-c3cccc(C(F)(F)F)c3)c(=O)n1C2 | 32µM*
COc1ccccc1NC(=O)Cn1c(=O)n(CC2CCC(C(=O)NCCc3ccccc3)CC2)c(=O)c2ccccc21 (configuration not stated) | -2%
CCCc1ccc(S(=O)(=O)N(CCC)CC2CCOC2)cc1 (configuration not stated) | 15%
COc1c(Br)c(CC2CC(c3ccc(F)cc3)=NO2)c(OC)c2c1OCO2 (configuration not stated) | -13%
Cc1cc2nc(NC3=NCN(CCc4ccccc4)CN3)nc(C)c2cc1C | 5%
COCCNC(=O)C(NC(=O)c1ccccc1F)C1CCN(C(=O)c2ccccc2F)CC1 (configuration not stated) | 7%
O=C(CC1CCN(C(=O)c2ccco2)C1)N1CCOCC1 (configuration not stated) | 1%
Oc1ccc(N=Cc2cccc(OCc3ccccc3)c2)cc1 | ?
CCCCNC(=S)NN=C1CCCC1 | -22%
Cc1cc(C)c(NC(=O)CSc2nc(=O)n(Cc3ccncc3)c3c2CCC3)c(C)c1 | -12%
O=C(O)c1ccc(COc2cccc(/C=N/O)c2)cc1 | 16%
Cc1ccc(NC(=O)CC(C)(C)CC(=O)O)cc1 | 12%
NCC(=O)N1CCC2(CC1)CN([S+](=O)([O-])c1ccccc1)CCO2 | -5%[149 µM]
CCOCCNc1ncnc2c1CN(C1CCNC1)C(=O)CN2C (configuration not stated) | ?
O=C(Nc1ccc(F)cc1)C(=O)c1c[nH]c2ccccc12 | -27%
COC(=O)c1ccc(CN(C)C(=O)c2ccc(Cl)c(S(=O)(=O)NC3CC3)c2)cc1 | 19%
O=C1c2c(nc(CNCC3CCCO3)n2Cc2ccccc2)NCCN1CCOc1ccccc1 (configuration not stated) | -3%

KDM5B inhibitor: hit marks shown above
Compound | KDM5B inhibitor
O=C(Nc1ccccc1)N1C[C@@H]2C[C@H](C1)c1ccc(-c3cccc(C(F)(F)F)c3)c(=O)n1C2 | 32µM*

Remaining list, next part.
Compound | KDM5B inhibitor
Cc1cc[n+](CCc2ccccc2)cc1C | 36%&19%
CCc1cccc(NC(=O)Cn2c(C)ccc(NS(=O)(=O)c3ccc(C)cc3)c2=O)c1 | -12%
CC(C)c1ccc(S(=O)(=O)N2CC(c3nc(-c4ccncc4)no3)C2)cc1 | -27%
O=C1CCN(Cc2ccc(F)cc2F)CCCC(c2nc(-c3cccnc3)no2)CCN1 (configuration not stated) | -19%
COc1ccccc1CN1CCCC(c2nn(-c3ccc(Cl)cc3)c(=O)[nH]2)C1 (configuration not stated) | 7%
CCCOc1ccc2c(-c3ccccc3)cc(=O)oc2c1 | ?
COCCCNC(=O)/C(C#N)=C/c1c(N2CCN(C)CC2)nc2ccccn2c1=O | ?
COc1ccccc1-c1noc(-c2nc(-c3ccc4c(c3)OCO4)no2)n1 | -11%
CCn1c(=O)c2c(nc(-n3nc(C)c(C)c3C)n2CC)n(C)c1=O | -1%
CC(C)(C)c1cc(-c2ccccc2)c2c3c(sc2n1)CCCC3 | 24%
COc1ccc(CN2CCCC3(C2)C(=NC2CCCC2)NC(=O)N3c2cccnc2)cc1 (configuration not stated) | 34%[115 µM]
O=C(NCc1ccccc1F)c1ccc2c(c1)CN(Cc1cncs1)CCO2 | 9%
Cc1ccc(C(=O)N(C)C2CCc3nn(CC4CC4)c(=O)n3CC2)s1 (configuration not stated) | -7%
COc1cc(OC)c(C(=O)OCc2ccccc2Br)cc1OC | 23%
COc1ccc(CCNC(=O)c2ccc3c(c2)N(Cc2ccccc2F)C(=O)c2ccccc2S3(=O)=O)cc1OC | -20%
COc1ccc(C(=O)NCC2(COc3ccccc3)C[C@@H](O)[C@@H](O)C2)cc1 (some centres not stated) | -4%[86.2 µM]
CCNc1cc(N2CCC(CCC(=O)N3CCN(c4ncccn4)CC3)CC2)ncn1 | -17%
CC(C)NS(=O)(=O)c1ccc(OCC(=O)N2CCN(c3ccccc3F)CC2)cc1 | ?
CC(=O)Nc1cccc(CNC(=O)/C=C/c2sccc2C)c1 | 12%
CCN1CCN(C(=O)CCC2CCN(Cc3ccc(N(C)C)nc3)CC2)CC1 | ?

Part of the list above, with the structure last:
| KDM5B inhibitor | Molecule |
| --- | --- |
| -1% | CCn1c(=O)c2c(nc(-n3nc(C)c(C)c3C)n2CC)n(C)c1=O |
| 24% | CC(C)(C)c1cc(-c2ccccc2)c2c3c(sc2n1)CCCC3 |
| 34%[115 µM] | COc1ccc(CN2CCCC3(C2)C(=NC2CCCC2)NC(=O)N3c2cccnc2)cc1 (configuration not stated) |
| 9% | O=C(NCc1ccccc1F)c1ccc2c(c1)CN(Cc1cncs1)CCO2 |
| -7% | Cc1ccc(C(=O)N(C)C2CCc3nn(CC4CC4)c(=O)n3CC2)s1 (configuration not stated) |

Next part
Compound | KDM5B inhibitor
CCOc1cc(C2NC(=O)N(C)C(C)=C2C(=O)OC2CCCC2)cc(Br)c1O (configuration not stated) | 12%
CCCOc1ccccc1C(=O)N1CCCCC1CCN1CCOCC1 (configuration not stated) | 3%
O=C1CCN(S(=O)(=O)c2ccc3c(c2)CCC3)CCCC(C(=O)NCc2ccncc2)CCN1 (configuration not stated) | 8%
CC(OC(=O)c1cc(=O)[nH]c2ccccc12)C(=O)Nc1cccc2ccccc12 (configuration not stated) | -8%
CCOc1ccccc1C1NC(=O)N(CC(=O)NCc2cccc(OC)c2)C2=C1C(=O)OC2 (configuration not stated) | -10%
CCN1CC(CN(C)Cc2nnc(C)o2)Oc2ccccc21 (configuration not stated) | -18%
CCS(=O)(=O)N1CCc2cc(C(=O)NCc3ccccc3OC)ccc21 | -22%
COc1ccccc1CN=C1NS(=O)(=O)C(c2ccc(C)c(C)c2)=C1C | 6%
CC(=O)Nc1ccc(NC(=O)Cn2c(=O)n(-c3ccc(F)cc3)c(=O)c3oc4ccccc4c32)cc1 | -8%
COc1ccccc1-c1cc(C(F)(F)F)nc(S(=O)(=O)CCCC(=O)Nc2ccc(F)cc2F)n1 | ?
Cc1cc(NC(=O)CSc2nnc(-c3ccncc3)n2Cc2ccccc2)n(-c2ccccc2)n1 | 18%
COc1cccc(-c2nc(COc3ccccc3C#N)cs2)c1 | -29%
O=C(c1ccccc1)N1CCC2(CC1)C(=NC1CCCC1)NC(=O)N2c1cc(F)cc(F)c1 | 25%
Cc1ccc(C2C(C#N)=C(N)Nc3ncnn32)cc1 (configuration not stated) | -27%
Cc1ccc(NC(=O)/C(C#N)=C\c2ccccc2OC(F)F)c(C)c1 | ?
COCCNC(=S)NNC(=O)Cc1ccc(OC)c(OC)c1 | -13%
Cc1ccc(N2CCN(C(=O)c3ccc(Nc4nc5ccccc5n5nnnc45)cc3)CC2)c(C)c1 | 0%
O=C1CC(c2ccccc2)N(C(=O)CNC(=O)c2n[nH]c3ccccc23)CCCCCCN1 (configuration not stated) | -26%
Cc1cc2c(c(=O)o1)C(c1cccs1)C(C#N)=C(N)O2 (configuration not stated) | 15%
O=C(CNC(=O)c1ccccc1)OCc1cc(=O)n2nc(C3CC3)sc2n1 | -14%
CC1=C[C@@H](CNC(=O)CC(C)(C)C)[C@H](C(C)C)C[C@H]1CC(=O)NCc1cccnc1 | -1%[86.2 µM]
Cc1ccccc1-c1noc(-c2ccc(NCc3cccnc3)c([N+](=O)[O-])c2)n1 | ?
CCC(=O)Nc1cc(C)ccc1NC(=O)c1cccs1 | -6%
Cc1csc2c(SCC(=O)NNS(=O)(=O)c3cccc(C(F)(F)F)c3)ncnc12 | -7%
COc1ccc(CNC(=O)C2=C(C)C(=O)OC23CCN(C(C)=O)CC3)cc1 | 13%
O=C(c1ccc(C(F)(F)F)cc1)N1CCC2(CC1)CN[S+](=O)([O-])c1cccnc1O2 | ?
O=C(Cc1ccccc1)Nc1sc2c(c1C(=O)Nc1ccccc1Cl)CCC2 | 9%
CCOc1ccc(C(=O)c2cn(Cc3ccccc3OC)c3cc4c(cc3c2=O)OCCO4)cc1 | -7%
Cc1ccc(-n2c(C3CCN(C(=O)c4cccc(N(C)C)c4)CC3)n[nH]c2=O)cc1 | -26%
Cc1c(CC(=O)N2CCC(O)(c3ccc(Cl)cc3)CC2)c(=O)oc2cc(O)ccc12 | i
O=C(CN1C(=O)COc2ccc(S(=O)(=O)N3CCCCCC3)cc21)N1CCN(c2ccc(Cl)cc2)CC1 | -15%
COc1cccc(C(=O)N2CCC[C@H]2c2nc(-c3ccc(C)cc3)no2)c1 | -6%
CCC(=O)N1CCCC(c2nc(-c3ccc4nc[nH]c4c3)no2)C1 (configuration not stated) | 25%
CN(CC1CCOC1)S(=O)(=O)c1cccc(Br)c1 (configuration not stated) | 24%
CSc1ccccc1NC(=O)c1cc(F)c(F)cc1Cl | 19%
CN1[C@@H](CCC(=O)Nc2ccccc2)CNC(=O)[C@@H]2[C@H]1CCN2CC(C)(C)C | -35%[86.2 µM]
CCn1c(C(=O)N2CCC(C(=O)NCCc3ccc(C)cc3)CC2)cc2sccc21 | -12%
CCn1c(=O)c(=O)n(CC)c2cc(N3CCCCC3)c(NC(=O)c3ccc(OC)c(OC)c3)cc21 | 6%
Cc1ccc(N(CC(=O)Nc2cccc(Cl)c2C)S(=O)(=O)c2c(C)noc2C)cc1 | -7%
COc1ccc(NC(=O)CCCS(=O)(=O)c2nc(-c3ccc(OC)c(OC)c3)cc(C(F)(F)F)n2)cc1OC | 16%
Cc1cc(C)cc(NC(=O)C2C3C=CC4(O3)C2C(=O)N(CCCN2CCCCC2)C4C(=O)NC2CCCCC2)c1 (configuration not stated) | 14%
COc1ccc(Cl)cc1N(C)C(=O)Cn1nc(Cc2ccncc2)c2ccccc2c1=O | 11%
COc1ccccc1OCC(=O)N(Cc1ccc(Cl)cc1)CC1CCCO1 (configuration not stated) | -13%
O=C(Nc1ccc([C@@H](O)[C@H]2COCC(=O)N2Cc2ccccc2F)cc1)c1ccccc1 | -3%[86.2 µM]
COc1ccc2[nH]cc(C(C(=O)O)N3CCN(Cc4ccccc4)CC3)c2c1 (configuration not stated) | 2%
CSC1=N/C(=C\c2ccc(SC)cc2)C(=O)S1 | 8%
O=Cc1ccccc1-c1ccccc1F | -7%[230 µM]
CCOc1ccccc1NS(=O)(=O)c1cnc(N)nc1 | -1%
Cc1ccc(-c2cc3c(=O)n(CCNC(=O)c4ccc(F)cc4Cl)ccn3n2)cc1C | 32µM*
CC(C)C(=O)NCCSCc1ccsc1 | 23%
CCc1nccn1CCC(=O)N1CCCC(N2CCN(c3ccccc3F)CC2)C1 (configuration not stated) | 9%
O=C(CCC(=O)c1ccccc1)Nc1ccccc1-c1ccccc1 | 3%
O=C1CNc2ccc(C(=O)N3CCn4nc(CO)cc4C3)cc2N1 | -10%

Sorted by the number under KDM5B inhibitor (descending): 3 from the list above.
canonical_smiles,KDM5B inhibitor
Cc1cc(C)cc(NC(=O)C2C3C=CC4(O3)C2C(=O)N(CCCN2CCCCC2)C4C(=O)NC2CCCCC2)c1 (configuration not stated),14%
CSC1=N/C(=C\c2ccc(SC)cc2)C(=O)S1,8%
O=C1CNc2ccc(C(=O)N3CCn4nc(CO)cc4C3)cc2N1,-10%
